PGC1a acetyl inh – PGC1a acetylation modulation, inhibitor mode; inhibition, % at 15.6 µM; U2OS PGC1a acetylation, AlphaScreen anti-acetyl-lysine; with virally co-expressed GCN5 acetyltransferase; actives 0.17% (n = 350,000);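 active = every replicate shows inhibition of at least 40%; inconclusive = mean inhibition at least 40% but some replicate below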;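 also: 0% = neutral control wells and 100% = positive control wells; some results beyond the cut were filed as inactive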
miR122 inh – miR-122 inhibition in Huh7 cells; activation (reporter increase), % at 12.5 µM; actives 0.3% (n = 340,000); Huh7 miR-122 Renilla luciferase sensor, 48 h; neutral wells = 0, positive control = 100;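 active = mean replicate activation score at least 90 and every replicate individually at or above 90; inconclusive = only one of the two criteria met; inactive = neither criterion met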;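 also: higher luciferase means less miR-122 activity so hits act as miR-122 inhibitors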
ERAP1 HTS inh – ERAP1 (human) enzyme inhibition | Q9NZ08 | recombinant ERAP1, Leu-AMC fluorescence, 60 min | inhibition, % at 10.7 µM | actives 0.15% (n = 340,000) | AID 652197;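 active = mean replicate inhibition of at least 30%, or all replicates individually reaching that 30% level; inactive = mean below 30% and not every replicate reaching it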;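 also: 0% = neutral control wells and 100% = L-leucinethiol positive control wells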
RAD54 inh – blocks human RAD54 Holliday junction branch migration. Q92698. FAM/BHQ fluorescence. inhibition, % at 10.4 µM. actives 0.14% (n = 360,000). AID 602329;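 active = mean normalized replicate activity at least 40 and at least half of replicates scoring 40 or more; inconclusive = only one of the two criteria met; inactive = mean below 40 and under half of replicates reaching 40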;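 also: 0% = median of neutral control wells and 100% = median of positive control wells; inhibitors cause a drop in the FAM fluorescence signal; in these data hits start at about 50%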
Cneo AK release – Cryptococcus neoformans lysis via adenylate kinase release; C. neoformans lysis, adenylate kinase release luminescence, 4 h; normalised: neutral wells 0, clomiphene wells 100; lysis activity, % at 15 µM; actives 0.2% (n = 360,000); AID 651654;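 active = mean lysis activity across replicates of at least 80%, whatever share of replicates individually reach that level; inactive = mean lysis activity below 80%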
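read-out = cell lysis signal | test system = log-phase Cryptococcus neoformans yeast cells | input = cells at 5 × 10^6 per mL | medium = fresh YPD growth medium | signal = luminescent adenylate kinase detection reagent | timing = 4 h at 37 °C static, read 1 h later | dosing = single dose | controls = Clomiphene as positive lysis control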
E-sel inducer – induces E-selectin expression in human endothelial cells; actives 0.37% (n = 260,000); activation, % at 7.58 µM; P16581; HUVEC E-selectin immunofluorescence imaging; normalized: neutral wells 0, TNF-alpha wells 100;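 active = mean E-selectin-positive cell signal at least 10% of the positive control, reached in at least 60% of replicates, without over 20% cell loss; inconclusive = no rule given, readout overlaps actives, possibly toxicity-flagged; inactive = the rest, including those meeting only one limit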;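 also: in these data hits start at about 27%; measured in HUVEC primary endothelial cells; signal is the percent of cells scored E-selectin positive by PE staining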
Target sequence (P16581 whole entry, looked up): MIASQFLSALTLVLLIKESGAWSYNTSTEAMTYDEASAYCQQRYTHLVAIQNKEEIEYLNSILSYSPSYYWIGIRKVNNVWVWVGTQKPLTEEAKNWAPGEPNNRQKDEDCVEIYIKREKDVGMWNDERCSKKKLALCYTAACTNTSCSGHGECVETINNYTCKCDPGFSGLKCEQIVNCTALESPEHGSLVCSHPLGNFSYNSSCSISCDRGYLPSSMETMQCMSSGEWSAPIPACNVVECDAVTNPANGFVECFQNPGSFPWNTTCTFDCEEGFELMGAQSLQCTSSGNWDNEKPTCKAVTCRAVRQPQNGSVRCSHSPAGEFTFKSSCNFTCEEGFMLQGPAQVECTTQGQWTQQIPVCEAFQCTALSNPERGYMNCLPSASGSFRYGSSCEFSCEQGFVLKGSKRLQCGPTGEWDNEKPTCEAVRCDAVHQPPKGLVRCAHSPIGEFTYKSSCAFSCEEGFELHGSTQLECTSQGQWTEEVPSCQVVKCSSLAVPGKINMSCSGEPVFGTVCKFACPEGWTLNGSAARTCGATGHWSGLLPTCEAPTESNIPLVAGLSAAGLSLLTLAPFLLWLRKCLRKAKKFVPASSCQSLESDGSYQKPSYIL
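System: HUVEC, human umbilical vein endothelial cells; quantity: 3,000 cells/well; buffer or medium: EGM-2 medium, gelatin-coated wells; dosing: single-point compound dose; detection: immunofluorescence imaging; evaluation: % PE-positive cells; benchmarks: TNF-alpha, DMSO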
PglD DTNB – PglD (C. jejuni) enzyme inhibition | purified PglD enzyme, DTNB colorimetric CoA detection | inhibition, % at 12.5 µM | actives 0.098% (n = 360,000) | AID 602405; in the data active = inhibition above about 16%, passing the limit was not always enough; inconclusive = no clear call, values can overlap the other calls; also: strong numbers were not always called active
RAD52 anneal inh – blocks human RAD52 DNA annealing; inhibition, % at 18.7 µM; P43351; recombinant RAD52 DNA annealing, FRET fluorescence; actives 0.46% (n = 360,000);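 active = every replicate showing at least 50% inhibition; inconclusive = mean inhibition at least 50% but not in every replicate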
Target sequence (P43351 whole entry, looked up): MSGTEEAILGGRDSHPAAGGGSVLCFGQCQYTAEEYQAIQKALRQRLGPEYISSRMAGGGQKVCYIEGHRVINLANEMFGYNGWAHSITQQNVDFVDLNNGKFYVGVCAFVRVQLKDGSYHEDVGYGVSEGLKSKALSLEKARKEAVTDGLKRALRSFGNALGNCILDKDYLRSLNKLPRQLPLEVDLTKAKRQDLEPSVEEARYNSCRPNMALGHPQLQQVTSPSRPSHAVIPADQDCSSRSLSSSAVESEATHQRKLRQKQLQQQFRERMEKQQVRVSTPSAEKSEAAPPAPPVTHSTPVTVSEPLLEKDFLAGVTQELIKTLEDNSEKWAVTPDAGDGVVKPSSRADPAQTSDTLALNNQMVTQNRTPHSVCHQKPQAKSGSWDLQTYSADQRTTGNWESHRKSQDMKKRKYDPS
* marks the source's active call; other numbers are inactive results; ? = inconclusive; / = not tested or not shown; [ ] = remark or other dose.

mol,PGC1a acetyl inh,miR122 inh,ERAP1 HTS inh,RAD54 inh,Cneo AK release,E-sel inducer,PglD DTNB,RAD52 anneal inh
Cc1noc(C)c1NC(=O)N(C)C[C@@H]1Oc2ccc(NC(=O)CCC(F)(F)F)cc2CC(=O)N([C@@H](C)CO)C[C@H]1C,-10,-9[16.7 µM],-2,-3,-2,0.2,0,-6
N#C[C@H]1[C@@H](c2ccccc2-c2cccc(F)c2)[C@@H](CO)N1C(=O)CN1CCOCC1,4,/,0,/,/,0.1,/,5
COc1ccc(NC(=O)Nc2c[nH]c(=O)[nH]c2=O)cc1,10,-1,-3,-3,0,0.0,-3,-3
CCCC(=O)C1=C(N(C)c2ccccc2)CC(C)(C)C(C(=O)OC)C1=O (configuration not stated),7,-3,/,-1,1,/,2,/
Cc1cccc(N2CCN(C(=O)Cn3nc(C)n4cccc4c3=O)CC2C)c1 (configuration not stated),-8,-4,6,2,1,/,-4,-7
NC(=O)c1ccc(NC(=O)C2CCCC2)cc1,5,1,-1,3,1,-0.1,-1,-3
CC(=O)N[C@H]1[C@H](OCc2ccccc2F)O[C@H](COC(C)=O)[C@@H](OC(C)=O)[C@@H]1OC(C)=O,1,6,1,-23,0,3.7,-3,6
Cc1cc(C)n(-c2nc(NCCO)c3c4c(sc3n2)CCCC4)n1,3,-2,/,1,-4,/,0,/
COc1cc(/C=N/n2nnnc2N)ccc1O,47,-7,/,13,0,/,-3,/
CC(=O)Nc1ccc(N(C)S(C)(=O)=O)cc1,-2,-10,4,-11,/,/,-2,2
CC(=O)N1CCc2cc(S(=O)(=O)NC(CC(C)C)C(=O)Nc3cc(C)ccn3)ccc21 (configuration not stated),-10,-7,/,-4,0,/,0,/
CCOc1ccc(NC(=O)NN2C(C)CCCC2C)cc1 (configuration not stated),-4,/,3,-14,0,0.1,20*,7
CNC(=O)c1cc(S(=O)(=O)Nc2ccc(C)cc2C)ccc1C,-4,-1,-7,8,-1,0.0,3,-11
COc1ccc2[nH]c3c(c2c1)CCN1C(=O)C(CC(=O)NCCC2=CCCCC2)C[C@H](C(=O)N(C(C)C)C(C)C)[C@@]31C (some centres not stated),/,-8,6,0,0,-2.2,2,-11
O=C(c1cccc(N2CCNC2=O)c1)N1CCCC(Nc2cccc(F)c2)C1 (configuration not stated),0,-5,0,4,-1,-0.2,1,-7
O=C1/C(=C/c2ccccc2Cl)SC(=S)N1CCC(=O)N1CCCCC1CCO (configuration not stated),-9,7,4,-1,0,/,-3,-11
CC(C)Cc1nnc(NC(=O)CSc2ncn[nH]2)s1,0,-6,/,13,-1,/,13,/
CCOc1ccccc1CN1CCC(Oc2ccc(C(=O)NCc3ccccn3)cc2)CC1,-1,-7,-1,-16,-2,/,-4,-6
CCn1c(SCC(=O)N/N=C/c2ccccc2OCC(=O)O)nnc1-c1ccc(OC)cc1,14,-3,-2,/,/,/,/,-12
COCCn1c(SCC(=O)N2CC(=O)Nc3ccccc32)nnc1-c1ccoc1C,-1,5,/,-1,0,-0.7,1,/
COc1ccc(CNC(=O)C(C)n2ccc3cc(S(=O)(=O)N4CCCCCC4)ccc32)cc1 (configuration not stated),-1,27,3,5,6,/,-7,-9
O=C(Nc1ccc(F)cc1)N1CCCCN2[C@@H](CO)[C@H](c3ccc(C#CC4CC4)cc3)[C@@H]2C1,-1,1[16.7 µM],-2,6,0,-0.7,-9,-4
COc1ccccc1N(CC(=O)Nc1cc(S(=O)(=O)N(C)C)ccc1C)S(=O)(=O)c1cccs1,/,10,1,-11,-1,-0.6,2,-16
CCn1c(COc2ccc(=O)n(-c3ccccc3)n2)nnc1SCc1cccc(OC)c1,11,3,/,-15,-3,/,/,/
O=S(=O)(Nc1ccc(-c2ccc(N3CCOCC3)nn2)cc1)c1ccc(Cl)c(Cl)c1,/,34,-2,6,-8,/,7,-3
N/C(=N\OC(=O)COc1ccc2ccccc2c1)c1ccccn1,-14,-4,/,-2,0,/,-1,/
COc1ccc(S(=O)(=O)NC2CCN(Cc3ccccc3)CC2)cc1NC(C)=O,-14,/,-2,/,/,0.0,/,-26
Cc1cc([N+](=O)[O-])ccc1NC(=O)CN1CCN(Cc2ccccc2)CC1,16,-8,-1,0,0,/,-4,10
COc1ccc(NC(=O)N(C)C[C@H]2Oc3ccc(NS(=O)(=O)c4c(C)noc4C)cc3C(=O)N([C@@H](C)CO)C[C@@H]2C)cc1,5,-8[16.7 µM],2,11,0,-3.1,0,-4
Cc1ccc(-c2ccc3c(c2)O[C@@H](CN(C)C(=O)C2CC2)[C@@H](C)CN([C@H](C)CO)S3(=O)=O)cc1,4,12[16.7 µM],0,-8,16,0.5,-1,6
C[C@H](CO)N1C[C@H](C)[C@H](CN(C)Cc2ccccc2)Oc2ccc(NS(=O)(=O)c3ccccc3)cc2CC1=O,6,29[16.7 µM],0,-9,2,-0.3,4,-5
COC(=O)C(C)Sc1ncnc2c1c(-c1ccccc1)cn2-c1ccc(OC)cc1 (configuration not stated),-10,-2,/,2,-3,/,5,/
CCOc1cc(NS(=O)(=O)c2ccccc2)c(OCC)cc1NC(=O)c1ccco1,/,-4,3,-4,-3,/,2,-18
O=C1Nc2cc(Cl)c(Cl)cc2N(O)N1c1ccc(Cl)c(Cl)c1,-16,3,1,-5,-3,/,-2,-23
C[C@H](CO)N1C[C@H](C)[C@@H](CN(C)Cc2ccncc2)Oc2ncc(-c3ccc(C#N)cc3)cc2C1=O,12,0[16.7 µM],6,2,49,0.4,-1,2
Cc1ccc(C(=O)Cc2ccccc2)o1,5,-2,-1,2,4,-0.2,-4,-22
CCOc1ccc(NS(=O)(=O)c2ccc(C(=O)N3CCN(C(C)=O)CC3)cc2)cc1,-8,-3,-8,-4,2,0.0,-1,-20
C[C@H]1CCCCO[C@H](CN(C)Cc2ccccc2)[C@@H](C)CN([C@@H](C)CO)C(=O)c2cc(NC(=O)C3CCCCC3)ccc2O1,2,4[16.7 µM],-1,-12,2,0.4,0,8
O=C(C1CCN(S(=O)(=O)N2CCC3(CC2)OCCO3)CC1)N1CCOCC1,3,-1,/,-3,0,/,7,/
CC(=O)Nc1ccc(SCC(=O)Nc2ccccc2Oc2ccccc2)cc1,-1,-8,/,2,3,/,-2,/
CN(C)/C=N/c1nc(-c2ccc3ccccc3c2)cs1,2,-1,0,11,-3,0.2,7,-10
CN1CCN(Cc2cc(COCc3ccccc3)c3cccnc3c2O)CC1,28,24,/,6,2,/,0,/
C[C@@H]1CN([C@@H](C)CO)C(=O)c2cc(C#Cc3ccc(F)cc3)cnc2O[C@H]1CN(C)C(=O)c1ccccc1F,6,0[16.7 µM],-2,0,-2,0.6,0,12
O=C(C[C@@H]1C[C@@H]2c3cc(NC(=O)CC4CC4)ccc3O[C@@H]2[C@H](CO)O1)NCCc1ccccc1,-6,-2[16.7 µM],0,0,2,0.4,1,-5
O=C(CCN1C(=O)/C(=C/c2ccccc2F)SC1=S)NCCCN1CCOCC1,/,/,5,-17,-1,/,-78,-8
CC(C)(C)n1nnnc1C(c1cccc(C#N)c1)N1CCCc2ccccc21 (configuration not stated),-8,/,-2,-8,1,/,-2,-13
CCCNC(=O)Nc1ccc2c(c1)C(=O)N(C)C[C@@H](OC)[C@@H](C)CN(C(C)=O)[C@H](C)CO2,-9,-1[16.7 µM],5,-1,-2,-0.4,0,10
COc1ccccc1C1=NOC(Cn2c(NCCCO)nc3c2c(=O)n(C)c(=O)n3C)C1 (configuration not stated),5,-2,0,?,0,2.3,9,-12

Some values from the list:
Result of COc1ccccc1C1=NOC(Cn2c(NCCCO)nc3c2c(=O)n(C)c(=O)n3C)C1 (configuration not stated) under PGC1a acetyl inh: 5
Result of CC(C)(C)n1nnnc1C(c1cccc(C#N)c1)N1CCCc2ccccc21 (configuration not stated) under RAD52 anneal inh: -13

(continued)
mol,PGC1a acetyl inh,miR122 inh,ERAP1 HTS inh,RAD54 inh,Cneo AK release,E-sel inducer,PglD DTNB,RAD52 anneal inh
COc1ccc(NC(=O)COC(=O)CCNC(=O)c2ccco2)cc1Cl,/,/,4,-13,1,-0.1,5,-7
Cc1ccc(S(=O)(=O)Nc2ccc3c(c2)C(=O)N([C@H](C)CO)C[C@@H](C)[C@H](CN(C)C(=O)Nc2cccc4ccccc24)OCCCC[C@@H](C)O3)cc1,-12,-8[16.7 µM],0,-5,-3,0.1,-7,-3
Cc1cccc(NC(=O)c2ccc([N+](=O)[O-])s2)n1,-17,-2,-2,-4,0,/,0,-9
CO[C@H]1CN(C)C(=O)c2ccc(NC(=O)c3cc(C)on3)cc2OC[C@H](C)N(C(C)=O)C[C@@H]1C,14,/,0,/,/,0.0,/,-7
Cc1ccc(-c2nnn(CC(=O)N(CC3CCCO3)C(C(=O)NC3CCCCC3)c3ccc(F)cc3)n2)o1 (configuration not stated),-1,-10,/,3,1,/,-3,/
Nc1nccc(SCc2ccc(Cl)cc2Cl)n1,2,/,0,-7,4,-1.0,2,-10
O=C1C2C3C=CC(C3)C2C(=O)N1c1ccc2ccccc2c1 (configuration not stated),/,2,-1,9,-2,0.2,-18,0
C[C@@H]1CN([C@H](C)CO)C(=O)c2cc(NC(=O)CCC(F)(F)F)ccc2O[C@@H](C)CCCCO[C@H]1CN(C)C(=O)Nc1cccc2ccccc12,-45,-1[16.7 µM],/,4,-9,-0.4,3,/
CC(C)CN(C(=O)COC(=O)c1ccc(C#N)cc1)C1CCS(=O)(=O)C1 (configuration not stated),/,/,2,5,-1,-0.3,0,-2
O=C(COc1ccc2c(-c3ccccc3)cc(=O)oc2c1)NCc1ccccn1,4,-5,/,5,0,/,-1,-4
C[C@@H]1CN([C@H](C)CO)C(=O)Cc2cc(NC(=O)Cn3cnnn3)ccc2O[C@H]1CN(C)C(=O)NC1CCCCC1,-4,8[16.7 µM],-2,1,0,-0.1,-2,4
C[C@@H]1CCCCO[C@@H](CN(C)S(=O)(=O)c2ccc(F)cc2)[C@H](C)CN([C@H](C)CO)C(=O)c2cc(N(C)C)ccc2O1,1,-11[16.7 µM],-3,2,-2,-0.1,3,-1
C[C@H](CO)N1C[C@H](C)[C@@H](CN(C)S(=O)(=O)c2cccs2)Oc2ccc(NC(=O)CCCCCC(=O)Nc3ccccc3N)cc2C1=O,-3,-2[16.7 µM],1,-3,0,/,2,11
COc1cccc(S(=O)(=O)NCc2ccc(C(=O)NCc3ccccn3)cc2)c1,/,/,0,6,5,0.0,1,-14
Cc1cc(C(=O)NN=Cc2c(C)[nH]c3ccccc23)c(C)o1,/,/,-7,-4,3,/,7,-11
CC(C)c1ccc(OCC(=O)NNC(=S)NC(=O)c2ccco2)c(Br)c1,-4,8,-1,10,1,-1.1,4,-15
COc1ccc(N2CCN(c3cc(C)c4cccc(C)c4n3)CC2)cc1,5,-1,6,5,0,/,-2,4

Screening results as filed in PubChem.

An unsorted share of the library; any-hit rate near 1.4%.
